OX1R antag-1 – OX1R (HCRTR1) antagonists, primary screen, fluorescence, CHO/OX1R cells, Fluo-8 calcium, orexin A; Orexin/Hypocretin receptor type 1 (Homo sapiens), O43613; Fluo-8 calcium fluorescence; inhibition, % at 5 µM; actives 0.43% (n = 330,000); AID 434989, 2010;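 active = inhibition above its plate's threshold, mean inhibition of all tested compounds on the plate plus 3 SD, cut at about 37% in these data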;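 note: 0% = orexin A challenge wells and 100% = SB-334867-A antagonist wells; not every result past the cut was called active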
Target sequence (O43613 whole entry, looked up): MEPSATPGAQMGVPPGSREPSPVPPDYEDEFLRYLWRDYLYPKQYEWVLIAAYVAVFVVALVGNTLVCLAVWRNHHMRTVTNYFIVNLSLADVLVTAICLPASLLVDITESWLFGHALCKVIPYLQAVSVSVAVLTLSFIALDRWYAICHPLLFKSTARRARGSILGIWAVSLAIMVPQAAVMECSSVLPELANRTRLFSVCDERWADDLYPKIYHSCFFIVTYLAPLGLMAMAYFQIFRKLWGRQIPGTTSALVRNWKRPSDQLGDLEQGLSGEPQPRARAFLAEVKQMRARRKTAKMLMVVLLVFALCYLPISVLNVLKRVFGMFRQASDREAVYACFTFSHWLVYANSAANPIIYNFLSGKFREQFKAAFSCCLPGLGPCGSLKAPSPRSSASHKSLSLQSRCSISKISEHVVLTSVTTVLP
CHT allo act – CHT positive allosteric modulators, primary screen, cell-based, membrane potential dye, choline EC20. High affinity choline transporter 1 (Homo sapiens), Q9GZV3. CHT-expressing cells; stronger effect = higher value; LV-AA mutant CHT in HEK293 cells. B-score at 10 µM. actives 0.49% (n = 310,000). AID 488977, 2010;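 active = initial fluorescence not abnormally high and integrated response B-score, plate-corrected, over 3 SD above library mean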
Target sequence (Q9GZV3 whole entry, looked up): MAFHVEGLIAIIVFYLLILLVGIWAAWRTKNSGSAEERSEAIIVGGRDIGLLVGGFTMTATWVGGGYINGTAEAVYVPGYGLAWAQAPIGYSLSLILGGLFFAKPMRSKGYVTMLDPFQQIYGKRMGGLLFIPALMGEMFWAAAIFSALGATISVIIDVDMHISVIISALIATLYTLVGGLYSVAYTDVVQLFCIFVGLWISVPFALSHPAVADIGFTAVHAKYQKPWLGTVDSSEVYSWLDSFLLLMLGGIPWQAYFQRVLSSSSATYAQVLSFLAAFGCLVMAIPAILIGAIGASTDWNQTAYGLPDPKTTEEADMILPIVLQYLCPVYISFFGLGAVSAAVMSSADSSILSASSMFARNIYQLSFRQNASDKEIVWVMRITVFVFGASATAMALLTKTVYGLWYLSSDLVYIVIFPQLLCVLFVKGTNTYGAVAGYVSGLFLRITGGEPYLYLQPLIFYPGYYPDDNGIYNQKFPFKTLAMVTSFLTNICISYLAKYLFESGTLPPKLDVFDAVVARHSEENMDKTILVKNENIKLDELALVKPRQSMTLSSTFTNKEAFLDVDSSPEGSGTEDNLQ
OX1R antag-2 – antagonists of human orexin 1 receptor (OX1R) | OX1R-expressing cells, FRET antagonist read-out | Orexin/Hypocretin receptor type 1 (Homo sapiens), O43613 | inhibition, % at 6.6 µM | actives 1.8% (n = 330,000) | AID 485270, 2010; in the data active = inhibition mostly above about 38%, no sharp cut-off; inactive = mostly below about 40%;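 note: 0% = agonist challenge alone and 100% = reference antagonist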
* = called active by the depositor; i = inactive; / = no result given.

SMILES	OX1R antag-1	CHT allo act	OX1R antag-2
Cc1ccc(NC(=O)CCCn2nc(C)c3c(C)n(-c4ccccc4)nc3c2=O)c(Cl)c1	-10	i	14
CCOC(=O)Cc1c(C)c2c(O)cc(O)cc2oc1=O	-5	i	5
CCOC(=O)c1ccc(NC(=O)CSc2nc(C)nc3c2c(=O)n(C)c(=O)n3C)cc1	-5	i	11
O=C(Cc1c[nH]c2ccccc12)OCC(=O)c1ccccc1	-2	i	22
COc1ccccc1C(=O)Nc1ccc2c(c1)OCO2	-17	i	20
CCOC(=O)COc1coc(CN2CCN(c3ccccc3)CC2)cc1=O	-9	i	7
CN(C)CC/C=C1/c2ccc(F)cc2Sc2ccc(Cl)cc21	-4	i	8
O=C(N/N=C/c1ccc(Cl)c([N+](=O)[O-])c1)c1ccc2nc[nH]c2c1	-3	i	58*
Cc1ccc(-c2nc(CSc3nc4ccccc4c(=O)n3CCO)cs2)cc1	-42	i	26
CCCc1sc(N/N=C/c2ccccn2)nc1-c1ccc(F)cc1	-33	i	4
Cc1cc(C(=O)CN2C(=O)CN(C)C2=O)c(C)n1-c1cccc(S(=O)(=O)N2CCOCC2)c1	-14	i	3
O=C(CNc1cccc(S(=O)(=O)N2CCCC2)c1)Nc1ccc(F)c(F)c1	-22	i	11
Cn1c(=O)[nH]c(=O)c2c1nc(CN1CCN(c3ccc(F)cc3)CC1)n2CCc1ccccc1	-21	i	-3
COc1ccc(/C=C2\SC(=O)N(CCNC(=O)Cc3coc4cc(OC)ccc34)C2=O)cc1	-12	i	24
O=C(CN=C1NS(=O)(=O)c2ccccc21)OCC(=O)c1ccccc1	-5	i	7
CCCNC(=O)NCc1ccc(N2CCCC2=O)cc1	-8	i	16
O=C(C[n+]1cccc(/C=N/O)c1)N1CCCc2ccccc21	3	i	15
Nc1cc(S(=O)(=O)O)cc([N+](=O)[O-])c1O	6	i	33
COc1ccccc1NC(=O)Cc1noc(CN(C)Cc2cccs2)n1	-25	i	21
CN(C)S(=O)(=O)c1ccc(N=Cc2c(C(F)(F)F)[nH]n(C)c2=O)cc1	13	i	7
O=C(COC(=O)c1ccc[n+]([O-])c1)Nc1cc([N+](=O)[O-])ccc1Cl	-4	/	26
Cc1ccc(NS(=O)(=O)c2cccc(C(=O)NN3CCOCC3)c2)cc1	-3	i	17
Cc1ccc(/C=C2\SC(=S)N(CCC(=O)N3CCOCC3)C2=O)cc1	-16	i	9
CCOc1ccc(NC(=O)CN(C)C(=O)Cn2c(=O)cnc3ccccc32)cc1OCC	3	/	2
CCOC(=O)c1c(C)[nH]c(C(=O)COC(=O)c2ccc(F)c(S(=O)(=O)N3CCOCC3)c2)c1C	-21	i	16
COc1ccc(Nc2oc(-c3ccc(OC)cc3)nc2C#N)cc1	-36	i	27
Cn1c(=O)cc(OCCCC(=O)NCCN2CCN(c3ccccc3F)CC2)c2ccccc21	-36	i	4
COc1ccc(CNC(=O)CN2C(=O)NC(c3ccccc3)(c3ccccc3)C2=O)cc1	-1	/	15
CCOC(=O)N1CCC(NC(=O)CCC(=O)N2CCOc3ccc(C)cc32)CC1	-23	i	6
COc1ccc(C(=O)COC(=O)CNC(=O)c2ccc(OC)cc2)cc1	-4	i	11
c1ccc(Nc2ccccc2)cc1	-10	i	18
CCCCNC(=O)C(CC)Sc1nc2sc(C(=O)OC)c(C)c2c(=O)n1N (centres undefined)	-1	i	7
O=C(COC(=O)c1cc(=O)[nH]c2ccccc12)Nc1ccccc1F	1	/	19
CCCc1nc(NCc2ccccc2)c(C#N)c2c1CCCC2	-12	i	-2
O=C(O)CCCC(=O)N1CCC(C(O)(c2ccccc2)c2ccccc2)CC1	-14	i	6
C#CCOCCOCCOCCNc1nc(N2CCN(C(=O)C([C@@H](C)O)n3cc([C@@H](N)CCCCN)nn3)CC2)nc(N2CCN(C(=O)[C@H](CCCCN)n3cc([C@@H](N)CC(N)=O)nn3)CC2)n1 (some centres undefined)	2	/	6
CC1(C(=O)CSc2ncn[nH]2)CCC(=O)O1 (centres undefined)	-2	i	3
COc1ccccc1OCC(=O)Nc1cccc(S(=O)(=O)NC2=NCCCCC2)c1	-29	i	25
COC(=O)CSc1nc2ccc(NC(=O)CSc3nnnn3Cc3ccccc3)cc2s1	51*	i	62
COCCCNC(=O)CN(Cc1ccc(Cl)cc1)S(C)(=O)=O	9	i	15
CC(=O)Oc1ccc(/C=C2/SC(=S)N(Cc3ccccc3)C2=O)cc1	5	i	-1
CCOc1ccc(-n2c(Cc3cc(=O)[nH]c(=O)[nH]3)nnc2SCC(=O)Nc2nnc(C)s2)cc1	11	i	4
COc1ccc(OC)c(S(=O)(=O)Nc2cc(OC)c(Cl)cc2OC)c1	-10	i	28
COc1ccccc1NC(=O)CC(NCc1ccccc1)C(=O)O (centres undefined)	-8	i	31
N#CCNC(=O)c1nn2c(C(F)(F)F)cc(-c3ccccc3)nc2c1Br	-11	i	5
Cc1nn(Cc2ccc(Cl)cc2)c(C)c1NC(=O)C(c1ccccc1)c1ccccc1	-19	i	-7
O=C1Cc2cc(S(=O)(=O)Nc3ccc(N4CCOCC4)cc3)ccc2N1	2	/	-5
CCN1C(=O)S/C(=C\c2ccc(N3CCOCC3)cc2C)C1=O	-22	i	30
O=[N+]([O-])c1cc(-c2ccn[nH]2)ccc1Cl	-5	i	27
Cc1ccc(C(=O)NC(=S)Nc2cc(C(F)(F)F)ccc2Cl)cc1	-17	i	32
Cc1ccc(S(=O)(=O)N2CCCN(S(=O)(=O)c3ccc(C)c(C)c3)CC2)cc1C	-11	i	12
CC(C)(C)CNC(=O)c1cccc2c1C(=O)c1ccc(-c3cc4ccccc4o3)cc1S2(=O)=O	30	/	39
CCC(C)N(C(=O)COC(=O)CNC(=O)c1ccccc1F)C1CCS(=O)(=O)C1 (centres undefined)	-9	i	14
Cc1ccc(OC(=O)c2ccc([N+](=O)[O-])cc2Cl)cn1	-21	i	5
COc1cccc(C2=NOC(C(=O)NCc3ccccn3)C2)c1 (centres undefined)	-6	i	5
COc1ccc(C(=O)N(C)CCCC2CCCC2)cc1OC1CCN(C(C)C)CC1	-33	i	31
COC(=O)CN1C(=O)N/C(=C/c2cc(OC)c(OC)cc2C)C1=O	-1	i	7
CC(=O)c1ccc(OCC(=O)Nc2cccc(S(=O)(=O)N3CCCC3)c2)cc1	26	/	6
CCCCOC(=O)CSc1nnc(N)s1	-11	i	8
CCOC(=O)Cc1c(C)nc2c(-c3ccc(Cl)cc3)c(C)nn2c1C	-7	i	12

Records listed so far shown as hits in OX1R antag-2:
mol	OX1R antag-1	OX1R antag-2
O=C(N/N=C/c1ccc(Cl)c([N+](=O)[O-])c1)c1ccc2nc[nH]c2c1	-3	58*

Single records, from the list above. Values in the order: OX1R antag-1 | CHT allo act | OX1R antag-2
O=C1Cc2cc(S(=O)(=O)Nc3ccc(N4CCOCC4)cc3)ccc2N1 as listed: 2 | / | -5
CCCCOC(=O)CSc1nnc(N)s1 as listed: -11 | i | 8
CC(C)(C)CNC(=O)c1cccc2c1C(=O)c1ccc(-c3cc4ccccc4o3)cc1S2(=O)=O as listed: 30 | / | 39
COc1cccc(C2=NOC(C(=O)NCc3ccccn3)C2)c1 (centres undefined) as listed: -6 | i | 5

Other results.
SMILES	OX1R antag-1	CHT allo act	OX1R antag-2
CC12CCC(=O)N1C(C(=O)Nc1ccc(Cl)c(S(=O)(=O)N3CCCCC3)c1)CS2 (centres undefined)	-14	i	19
O=[N+]([O-])c1ccc(O)c(/C=N/Nc2ccccn2)c1	75*	i	3
C[C@@H](C(=O)N1CCNCC1)n1cc(CCCN=C(N)N)nn1	-6	i	13
CC(C)CCNC(=O)c1cc2c(=O)[nH]c3ccccc3c2s1	-17	i	4
O=C(Cc1ccccc1)NNC(=O)C1CC=CCC1 (centres undefined)	-2	i	7
Cc1nn(-c2ccccc2)c2sc(C(=O)N(CC(=O)NC(C)(C)C)Cc3ccco3)cc12	-26	i	31
CNc1snc(C)c1C(=O)OC(C)C(=O)Nc1cccc(OC)c1 (centres undefined)	-21	/	1
CC1=CCC[C@@H]2[C@@](C)(CC/C(C)=C/C(=O)O)[C@H](C)CC[C@@]12C	-3	i	29
CC(NC(=O)C1CC12CCC2)c1ccccc1 (centres undefined)	-12	i	10
Cc1ccc(C(=O)NC(=S)N2CC(C)OC(C)C2)cc1[N+](=O)[O-] (centres undefined)	-16	i	7
COc1ccc(C(=O)N(C)C2CCCN(Cc3ccccc3F)C2)cc1C (centres undefined)	-29	i	9
COc1ccc2oc(-c3cccc(NC(=O)CSc4ccc(Cl)cc4)c3)nc2c1	-28	i	23
COC(=O)c1cc(N=Nc2c(C)[nH]c3ccccc23)cc(C(=O)OC)c1	-5	i	10
COc1cc(NC(=O)COc2ccc(-n3cnnn3)cc2)c(OC)cc1Cl	-3	i	9
CN(C)S(=O)(=O)Oc1ccccc1C(=O)Nc1ccc(F)cc1F	1	i	14
O=C(Nc1ccccc1NC(=O)C1CCCO1)c1ccco1 (centres undefined)	1	i	29
COc1cccc(C(=O)/C=C/Nc2ccc(S(=O)(=O)Nc3ncccn3)cc2)c1	-28	i	15
O=[N+]([O-])c1ccc2c(c1)[nH]c(=S)n2-c1ccccc1	-8	i	18
CCOc1ccc(-c2ccc(SCC(=O)NCC3CCCO3)nn2)cc1 (centres undefined)	-17	i	22
Cc1ccc(S(=O)(=O)N2CCCCC2)cc1NC(=O)CSc1nnc(N)s1	-25	i	-3
O=C(OCC#CCSc1nnc(-c2cccc3ccccc23)o1)c1ccc2ccccc2c1	30	/	20
Cc1oc2cc3oc(=O)c(CCC(=O)NC4CC4)c(C)c3cc2c1C	-10	i	27
CC(=O)c1cccc(N2C(=O)CC(N3CCN(S(=O)(=O)c4ccccc4F)CC3)C2=O)c1 (centres undefined)	-4	/	10
CCOC(=O)CN1C(=O)C(Sc2n[nH]c(-c3cccc(C)c3)n2)CCc2ccccc21 (centres undefined)	17	i	21
CC1(C)CC(NC(=O)c2ccc(Cl)cc2Cl)CC(C)(C)N1	-8	i	-2
CCCn1c(=O)c(Cc2ccccc2)c(O)c2ccccc21	4	i	13
COc1ccc(-n2cccc2/C=C/[N+](=O)[O-])cc1	1	i	23
O=C(O)[C@@H]1CCCN1c1ncnc2sc3c(c12)CCC3	-12	i	17
COc1ccc(CN(C)C(C)C(=O)Nc2ccc(S(=O)(=O)N3CCCCC3)cc2)cc1F (centres undefined)	-31	/	3
CCN1CCN(C(=O)Cn2cnc3sc(C)c(S(=O)(=O)N4CCN(c5ncccn5)CC4)c3c2=O)CC1	-14	i	11
COc1ccccc1CN(C)c1ccc(S(=O)(=O)N2CCN(C)CC2)cn1	-19	/	-5
CCN1C(=O)[C@H]2[C@@H](c3ccc(C)cc3)N3C(=O)N(c4ccc(C(F)(F)F)cc4)C(=O)[C@@]3(Cc3ccccc3)[C@H]2C1=O	-37	i	19
Cc1cc(C)cc(N(CC(=O)N/N=C/c2ccncc2)S(=O)(=O)c2ccccc2)c1	-17	i	21
Cc1ccc(-n2nc3c(c2NC(=O)c2ccc4c(c2)OCO4)CS(=O)C3)c(C)c1 (centres undefined)	-14	i	10
COc1cccc(Oc2cn[nH]c2-c2ccc(OC)cc2O)c1	-5	i	18
O=C(Nc1cccc(O)c1)C1CC(c2c(F)cccc2Cl)=NO1 (centres undefined)	1	i	10
O=C(O)CSc1nnnn1-c1ccc2c(c1)OCCO2	-9	i	4
CCc1ccccc1NCC(=O)Nc1ccccc1C(=O)OC	-40	i	16
O=C(CCSc1ccc(Cl)cc1)N1CCN(c2ncccn2)CC1	-33	i	34
c1csc(-c2nc(N3CCOCC3)c3ccccc3n2)c1	-27	i	25
C=C(C)COc1ccc(-c2nc(N)ncc2Oc2ccccc2OCC)c(O)c1	0	i	31
CS(=O)(=O)N1CCCC(C(=O)NC2CCCCCCC2)C1 (centres undefined)	9	i	17
CCCNc1c(NC(=O)c2ccc3c(c2)OCO3)c(=O)oc2ccccc12	-13	i	6
CC1=NN(Cc2ccccc2)C(=O)C1	3	i	10
Cc1ccc(NC(=O)c2ccc(NCCCN3CCOCC3)c([N+](=O)[O-])c2)cc1Cl	-1	i	22
O=S(=O)(c1cc(Cl)ccc1Cl)N1CCN(Cc2ccc3c(c2)OCO3)CC1	-41	i	16
COC(=O)C(CC(C)C)NC(=O)/C=C/c1ccc(Cl)cc1 (centres undefined)	15	i	15
Cc1ccc(S(=O)(=O)N(Cc2cc3ccccc3[nH]c2=O)c2cccc(C)c2)cc1	-17	i	21
CCOC(=O)CSc1cc(=O)n(C)c2cc(Cl)ccc12	-7	i	-5
CN(C)c1ccc(-c2cccc(C3CC=CC4C3C(=O)N(Cc3ccccc3)C4c3ccc(C(F)(F)F)cc3)c2)cc1 (centres undefined)	-20	i	2

Compound activity: PubChem BioAssay, several laboratories
